# From PubChem
# TcdB inh = blocks C. difficile toxin B glycohydrolase activity; TcdB glycohydrolase enzymatic assay, plate reader; P18177; 0.24% of 350,000 active; AID 652162; inhibition, % at 9.99 µM; in the data active = inhibition above about 10%
# Target sequence (P18177 whole entry, looked up): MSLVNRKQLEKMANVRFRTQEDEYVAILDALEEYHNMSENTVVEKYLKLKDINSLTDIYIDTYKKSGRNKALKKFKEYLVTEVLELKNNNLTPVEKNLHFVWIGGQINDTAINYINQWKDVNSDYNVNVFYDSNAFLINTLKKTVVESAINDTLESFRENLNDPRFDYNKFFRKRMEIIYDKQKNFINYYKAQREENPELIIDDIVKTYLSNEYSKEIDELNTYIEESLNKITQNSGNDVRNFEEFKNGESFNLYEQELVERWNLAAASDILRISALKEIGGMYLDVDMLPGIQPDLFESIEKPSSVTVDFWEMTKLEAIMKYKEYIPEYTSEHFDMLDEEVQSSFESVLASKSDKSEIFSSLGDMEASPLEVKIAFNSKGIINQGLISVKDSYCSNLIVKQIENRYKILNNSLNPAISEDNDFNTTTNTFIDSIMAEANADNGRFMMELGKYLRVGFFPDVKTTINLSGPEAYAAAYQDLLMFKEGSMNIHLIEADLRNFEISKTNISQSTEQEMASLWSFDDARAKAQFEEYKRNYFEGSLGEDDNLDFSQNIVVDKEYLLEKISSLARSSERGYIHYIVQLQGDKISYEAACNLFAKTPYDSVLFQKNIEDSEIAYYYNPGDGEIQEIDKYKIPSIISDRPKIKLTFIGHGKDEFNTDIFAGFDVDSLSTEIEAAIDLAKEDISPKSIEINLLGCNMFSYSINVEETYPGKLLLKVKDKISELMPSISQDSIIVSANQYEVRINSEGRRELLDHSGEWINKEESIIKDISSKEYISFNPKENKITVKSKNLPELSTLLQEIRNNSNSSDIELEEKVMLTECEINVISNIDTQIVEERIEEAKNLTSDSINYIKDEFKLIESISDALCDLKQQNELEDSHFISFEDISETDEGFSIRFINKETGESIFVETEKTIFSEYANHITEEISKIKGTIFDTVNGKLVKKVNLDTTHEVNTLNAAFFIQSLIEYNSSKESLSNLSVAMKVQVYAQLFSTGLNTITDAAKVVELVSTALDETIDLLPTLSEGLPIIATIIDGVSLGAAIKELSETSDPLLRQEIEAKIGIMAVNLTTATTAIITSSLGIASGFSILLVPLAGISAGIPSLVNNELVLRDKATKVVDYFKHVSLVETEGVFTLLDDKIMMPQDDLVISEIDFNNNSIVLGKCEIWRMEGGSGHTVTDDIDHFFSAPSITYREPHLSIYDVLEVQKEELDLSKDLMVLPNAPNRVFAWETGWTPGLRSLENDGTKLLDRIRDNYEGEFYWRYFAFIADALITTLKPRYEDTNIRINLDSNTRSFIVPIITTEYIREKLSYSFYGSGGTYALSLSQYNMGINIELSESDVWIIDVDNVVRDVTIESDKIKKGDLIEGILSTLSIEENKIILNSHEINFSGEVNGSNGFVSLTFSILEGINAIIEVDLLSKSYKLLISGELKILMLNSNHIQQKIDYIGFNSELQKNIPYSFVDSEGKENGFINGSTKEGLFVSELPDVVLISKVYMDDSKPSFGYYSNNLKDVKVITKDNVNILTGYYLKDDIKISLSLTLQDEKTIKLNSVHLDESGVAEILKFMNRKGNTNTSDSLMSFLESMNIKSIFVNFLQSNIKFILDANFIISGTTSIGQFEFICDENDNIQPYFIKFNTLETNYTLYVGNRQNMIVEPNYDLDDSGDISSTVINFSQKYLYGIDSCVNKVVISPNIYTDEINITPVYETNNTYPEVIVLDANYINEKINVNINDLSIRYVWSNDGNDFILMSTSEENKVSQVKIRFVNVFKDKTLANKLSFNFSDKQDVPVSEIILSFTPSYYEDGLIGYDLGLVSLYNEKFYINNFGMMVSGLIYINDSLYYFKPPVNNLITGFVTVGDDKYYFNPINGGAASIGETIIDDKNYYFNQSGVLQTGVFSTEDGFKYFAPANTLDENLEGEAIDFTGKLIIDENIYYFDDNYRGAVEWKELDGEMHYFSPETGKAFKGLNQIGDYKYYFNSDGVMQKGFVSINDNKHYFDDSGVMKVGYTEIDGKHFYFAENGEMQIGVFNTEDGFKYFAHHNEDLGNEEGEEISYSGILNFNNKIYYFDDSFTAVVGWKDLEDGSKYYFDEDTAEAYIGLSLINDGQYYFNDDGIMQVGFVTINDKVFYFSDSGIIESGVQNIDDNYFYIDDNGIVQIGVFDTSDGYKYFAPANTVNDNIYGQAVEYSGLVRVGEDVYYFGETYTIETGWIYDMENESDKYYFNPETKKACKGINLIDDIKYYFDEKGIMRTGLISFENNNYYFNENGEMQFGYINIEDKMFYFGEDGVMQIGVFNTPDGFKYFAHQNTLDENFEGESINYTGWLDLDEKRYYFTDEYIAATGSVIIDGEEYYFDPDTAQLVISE
# Numbers without * were called inactive; & = joins results of further samples. Only part of the results is shown; rates above refer to the full screens.
structure	TcdB inh
C[C@@H]1CN([C@@H](C)CO)C(=O)c2cccc(NS(C)(=O)=O)c2O[C@H]1CN(C)C(=O)Nc1ccc(C(F)(F)F)cc1	0.8
CCCNC(=O)N1CC(=O)N2[C@H](C1)[C@@H](c1ccc(-c3cccc(C)c3)cc1)[C@@H]2CO	-12
CCCC(=O)Nc1ccc2c(c1)C(=O)N(C)C[C@@H](OC)[C@H](C)CN(C(=O)c1cnccn1)[C@H](C)CO2	1.3
CC(C)NC(=O)Nc1ccc2c(c1)C(=O)N([C@H](C)CO)C[C@@H](C)[C@H](CN(C)S(=O)(=O)c1cn(C)cn1)O2	0.2
COc1cccc(-c2cnc3c(c2)C(=O)N([C@H](C)CO)C[C@H](C)[C@H](CN(C)Cc2ccc(F)cc2)O3)c1	1.0&0.4
COc1cccc(CN2C[C@@H]3N[C@H](C2)C3c2ccc(-c3cccc(C#N)c3)cc2)c1 (stereo partly specified)	1.2&0.6
C[C@H]1CN([C@@H](C)CO)C(=O)c2cc(NC(=O)NC3CCCCC3)ccc2O[C@@H]1CN(C)S(=O)(=O)c1ccc(Cl)cc1	-0.1
C[C@H](CO)N1C[C@H](C)[C@H](CN(C)S(=O)(=O)c2ccccc2F)Oc2cc(C#Cc3ccccc3)ccc2S1(=O)=O	-0.1
N#C[C@H]1[C@@H](c2ccc(C#Cc3cccc(F)c3)cc2)[C@H](CO)N1C(=O)C1CC1	1.2
C[C@H]1CN([C@@H](C)CO)C(=O)c2cc(NC(=O)CCC(F)(F)F)ccc2O[C@@H]1CN(C)S(=O)(=O)c1ccc(F)cc1	1.7
O=C(C[C@H]1CC[C@@H]2[C@H](COC[C@H](O)CN2C(=O)c2ccc(F)cc2)O1)NCc1cccc(F)c1	-0.7
O=C(Nc1cc(Cl)cc(Cl)c1)N[C@@H]1CC[C@@H](CCNS(=O)(=O)c2cccc(F)c2)O[C@H]1CO	-0.7

# An excerpt of the results above:
structure	TcdB inh
CCCNC(=O)N1CC(=O)N2[C@H](C1)[C@@H](c1ccc(-c3cccc(C)c3)cc1)[C@@H]2CO	-12
CCCC(=O)Nc1ccc2c(c1)C(=O)N(C)C[C@@H](OC)[C@H](C)CN(C(=O)c1cnccn1)[C@H](C)CO2	1.3
CC(C)NC(=O)Nc1ccc2c(c1)C(=O)N([C@H](C)CO)C[C@@H](C)[C@H](CN(C)S(=O)(=O)c1cn(C)cn1)O2	0.2
COc1cccc(-c2cnc3c(c2)C(=O)N([C@H](C)CO)C[C@H](C)[C@H](CN(C)Cc2ccc(F)cc2)O3)c1	1.0&0.4
COc1cccc(CN2C[C@@H]3N[C@H](C2)C3c2ccc(-c3cccc(C#N)c3)cc2)c1 (stereo partly specified)	1.2&0.6
C[C@H]1CN([C@@H](C)CO)C(=O)c2cc(NC(=O)NC3CCCCC3)ccc2O[C@@H]1CN(C)S(=O)(=O)c1ccc(Cl)cc1	-0.1
C[C@H](CO)N1C[C@H](C)[C@H](CN(C)S(=O)(=O)c2ccccc2F)Oc2cc(C#Cc3ccccc3)ccc2S1(=O)=O	-0.1
N#C[C@H]1[C@@H](c2ccc(C#Cc3cccc(F)c3)cc2)[C@H](CO)N1C(=O)C1CC1	1.2
C[C@H]1CN([C@@H](C)CO)C(=O)c2cc(NC(=O)CCC(F)(F)F)ccc2O[C@@H]1CN(C)S(=O)(=O)c1ccc(F)cc1	1.7
O=C(C[C@H]1CC[C@@H]2[C@H](COC[C@H](O)CN2C(=O)c2ccc(F)cc2)O1)NCc1cccc(F)c1	-0.7
O=C(Nc1cc(Cl)cc(Cl)c1)N[C@@H]1CC[C@@H](CCNS(=O)(=O)c2cccc(F)c2)O[C@H]1CO	-0.7

# (next part)
structure	TcdB inh
O=C(C[C@@H]1CC[C@H]2[C@@H](COC[C@H](O)CN2CC2CC2)O1)NCc1ccc(Cl)cc1	-0.4
NCC[C@@H]1CC[C@@H](NC(=O)C2CCCCC2)[C@@H](CO)O1	-1.9
C[C@H](CO)N1C[C@H](C)[C@H](CN(C)Cc2cncnc2)Oc2cc(-c3ccncc3)ccc2S1(=O)=O	-0.9
Cc1ccc(S(=O)(=O)N(C)C[C@H]2OCCCC[C@@H](C)Oc3ccc(NC(=O)Nc4ccc(F)cc4)cc3C(=O)N([C@H](C)CO)C[C@H]2C)cc1	0.6
COc1ccccc1CNC(=O)C[C@H]1C=C[C@H](NC(=O)CC2CC2)[C@H](CO)O1	0.4
CCCNC(=O)N1CC[C@@H]2[C@H]1c1cc(-c3ccccc3)ccc1N(C)[C@H]2CO	12*
COc1ccc(CN(C)C[C@H]2Oc3ccc(NS(=O)(=O)c4ccc(OC)cc4)cc3C(=O)N([C@H](C)CO)C[C@@H]2C)cc1	0.3
C[C@H]1CN([C@@H](C)CO)C(=O)c2cccc(NS(=O)(=O)c3cccs3)c2O[C@@H]1CN(C)C	-5.0
COc1ccccc1NC(=O)C[C@H]1CC[C@H]2[C@@H](COc3ccc(NC(=O)C(C)C)cc3C(=O)N2C)O1	0.0
CC(C)(C)[C@@H]1C=C(C(=O)N2CCCCCCC2)O[C@H](OCCCCO)C1	-3.5
C[C@H](CO)N1C[C@H](C)[C@H](CN(C)Cc2ccc3c(c2)OCO3)Oc2c(NS(=O)(=O)c3ccc(F)cc3)cccc2C1=O	0.3
O=C(N[C@H]1CC[C@@H](CCNS(=O)(=O)c2ccc(Cl)cc2)O[C@@H]1CO)c1ccccn1	0.9
O=C(C[C@@H]1CC[C@@H](NC(=O)c2ccncc2)[C@H](CO)O1)NCC1CCCCC1	1.8
CCCNC(=O)C[C@H]1CC[C@H]2[C@@H](COc3ccc(NC(=O)CCC)cc3C(=O)N2C)O1	0.0
CNC[C@@H]1OCCCC[C@@H](C)Oc2ccc(NC(=O)CCC(F)(F)F)cc2C(=O)N([C@@H](C)CO)C[C@@H]1C	-0.3
CCCNC(=O)C[C@H]1CC[C@@H]2[C@@H](COc3ccc(NC(=O)Cc4ccccc4)cc3C(=O)N2C)O1	1.2
COc1ccc(NC(=O)Nc2ccc3c(c2)[C@H]2C[C@@H](CC(=O)N(C)C)O[C@@H](CO)[C@H]2O3)cc1	-1.5
COc1ccc2c3c([nH]c2c1)[C@@H](CO)N(C(=O)c1ccc(F)cc1)CC31CN(C(=O)Nc2cccc(F)c2)C1	-3.4
C[C@H](O)C#Cc1cnc2c(c1)C(=O)N([C@H](C)CO)C[C@@H](C)[C@@H](CN(C)C(=O)c1ccc(F)cc1)O2	-0.4
Cc1ccc(S(=O)(=O)N(C)C[C@@H]2Oc3c(NC(=O)C4CCCCC4)cccc3C(=O)N([C@H](C)CO)C[C@@H]2C)cc1	-13
C[C@@H]1CN([C@@H](C)CO)C(=O)c2cc(-c3ccc(F)cc3)cnc2O[C@H]1CN(C)S(C)(=O)=O	1.9
CC(C)NC(=O)N(C)C[C@@H]1Oc2ncc(Br)cc2C(=O)N([C@H](C)CO)C[C@@H]1C	-0.7
COc1ccc(CNC(=O)C[C@H]2CC[C@@H](NC(=O)CN(C)C)[C@H](CO)O2)cc1	-0.3
O=C(NCC[C@@H]1CC[C@H](NS(=O)(=O)Cc2ccccc2)[C@@H](CO)O1)C1CCCC1	-0.4
COc1ccccc1-c1ccc2n(c1=O)C[C@H]1[C@H](CO)[C@@H](C(=O)N3CCCCC3)N(C)[C@@H]21	-0.4
C[C@H]1CN([C@@H](C)CO)C(=O)c2cc(C3=CCCC3)cnc2O[C@@H]1CN(C)C(=O)Nc1ccc(F)cc1	0.7
Cc1noc(C)c1NC(=O)Nc1ccc2c(c1)C(=O)N([C@H](C)CO)C[C@@H](C)[C@H](CN(C)CC1CCCCC1)OCCCC[C@@H](C)O2	0.1
C[C@H]1CN([C@@H](C)CO)C(=O)c2cccc(NC(=O)c3ccc(-c4nccs4)cc3)c2O[C@H]1CN(C)Cc1ccncc1	1.4
C[C@@H]1CN([C@H](C)CO)C(=O)c2cccc(NS(=O)(=O)c3ccc(Cl)cc3)c2O[C@H]1CN(C)C	1.4
C[C@@H](O)C#Cc1ccc([C@@H]2[C@@H](CO)N3CCCCN(C(=O)c4ccc5c(c4)OCO5)C[C@H]23)cc1	0.5
COc1ccc(CN(C)C[C@@H]2Oc3ccc(NS(=O)(=O)c4cn(C)cn4)cc3C(=O)N([C@H](C)CO)C[C@@H]2C)cc1	-0.5
C[C@@H]1CCCCO[C@@H](CN(C)C(=O)Nc2cccc3ccccc23)[C@@H](C)CN([C@H](C)CO)C(=O)c2cc(NC(=O)CCCCCC(=O)Nc3ccccc3N)ccc2O1	-0.2
CCS(=O)(=O)N(C)C[C@H]1[C@@H](c2ccccc2)[C@@H](CO)N1C(=O)CN(C)C	1.2
COc1cccc(NC(=O)N[C@H]2CC[C@@H](CC(=O)N3CCCCC3)O[C@H]2CO)c1	-1.6
O=C(CC1CC1)N1CC(=O)N2[C@@H](CO)[C@@H](c3ccc(C#Cc4cccc(F)c4)cc3)[C@@H]2C1	0.9
COc1ccc(CN(C)C[C@@H]2Oc3c(NS(=O)(=O)c4ccc(OC)cc4)cccc3C(=O)N([C@H](C)CO)C[C@H]2C)cc1	0.3
C[C@@H]1CN([C@H](C)CO)C(=O)c2cc(NS(=O)(=O)c3ccc(Cl)cc3)ccc2O[C@@H](C)CCCCO[C@@H]1CN(C)C(=O)c1ccncc1	0.8
O=C(Nc1ccc(C(F)(F)F)cc1)N[C@@H]1CC[C@@H](CC(=O)N2CCCCC2)O[C@@H]1CO	-1.7
COCC#Cc1ccc2c(c1)O[C@H](CN(C)C(=O)CC1CC1)[C@@H](C)CN([C@@H](C)CO)S2(=O)=O	5.9
CCc1csc(N2[C@@H](C#N)[C@H](c3ccc(-c4ccc(F)cc4)cc3)[C@@H]2CO)n1	-0.2
CNC[C@@H]1OCCCC[C@@H](C)Oc2ccc(NS(=O)(=O)c3ccc(F)cc3)cc2C(=O)N([C@@H](C)CO)C[C@H]1C	-5.9
O=C(NCC[C@@H]1CC[C@H](NC(=O)c2cnccn2)[C@H](CO)O1)Nc1ccc(Cl)cc1	0.5
CCS(=O)(=O)N1CC2(CN(Cc3ccccc3F)[C@@H](CO)c3[nH]c4cc(OC)ccc4c32)C1	-0.3
Cc1ccc(S(=O)(=O)N[C@@H]2CC[C@H](CCNC(=O)c3ccccc3F)O[C@@H]2CO)cc1	0.2
CC(C)NC(=O)N[C@@H]1CC[C@@H](CCNC(=O)C2CCOCC2)O[C@H]1CO	0.4
Cc1ccccc1S(=O)(=O)NCC[C@@H]1CC[C@H](NC(=O)C2CCOCC2)[C@H](CO)O1	-4.4
O=C(N[C@H]1C[C@@H]2O[C@@H](CO)CC[C@@H]2O[C@@H]1CCc1ccc(C#CC2CC2)cc1)c1cccc(F)c1	-1.0
Cc1noc(C)c1NC(=O)N(C)C[C@H]1OCCCC[C@H](C)Oc2ccc(NC(=O)Nc3ccc(C(F)(F)F)cc3)cc2C(=O)N([C@H](C)CO)C[C@@H]1C	-0.4

# (listing goes on)
Compound,TcdB inh
CCNC(=O)C[C@@H]1CC[C@@H]2[C@@H](COc3ccc(NC(=O)c4cscn4)cc3C(=O)N2C)O1,-10.0
O=C(Nc1ccc(F)cc1)N1CC(=O)N2[C@@H](CO)[C@@H](c3ccc(-c4ccccc4)cc3)[C@@H]2C1,2.1
O=C(Cc1cccnc1)N1CC2(C1)[C@H](c1ccccc1)[C@@H](CO)N2C(=O)C1CC1,-2.7
CC(C)NC(=O)Nc1cccc2c1O[C@@H](CN(C)C(=O)Nc1ccc(C(F)(F)F)cc1)[C@@H](C)CN([C@H](C)CO)C2=O,-1.4
C[C@H]1CCCCO[C@@H](CN(C)Cc2ccc3c(c2)OCO3)[C@@H](C)CN([C@@H](C)CO)C(=O)c2cc(NC(=O)Nc3ccc(C(F)(F)F)cc3)ccc2O1,0.2
C[C@@H]1CN([C@H](C)CO)C(=O)c2cc(-c3cccc(C#N)c3)cnc2O[C@H]1CN(C)C(=O)C1CCC1,0.2
CCC(=O)Nc1ccc2c(c1)C(=O)N(C)[C@@H]1CC[C@@H](CC(=O)NCC3CCCCC3)O[C@H]1CO2,-1.0
COc1ccc(CN(C)C[C@H]2OCCCC[C@H](C)Oc3ccc(NC(=O)Nc4ccc(C(F)(F)F)cc4)cc3C(=O)N([C@@H](C)CO)C[C@H]2C)cc1,-0.9
COc1ccc(S(=O)(=O)Nc2cccc3c2O[C@@H](CN(C)C)[C@H](C)CN([C@@H](C)CO)C3=O)cc1,-0.2
COCC(=O)N1CCCCN2[C@H](CO)[C@H](c3ccc(-c4ccccc4)cc3)[C@@H]2C1,0.1
O=C(C[C@@H]1CC[C@@H]2[C@H](COC[C@@H](O)CN2C(=O)C2CC2)O1)NCc1ccncc1,-0.3
COc1cccc(CNC(=O)C[C@@H]2CC[C@@H](NS(=O)(=O)c3ccccc3OC)[C@@H](CO)O2)c1,-0.3
COc1ccccc1S(=O)(=O)N[C@@H]1CC[C@H](CC(=O)N2CCCCC2)O[C@H]1CO,-4.0
c1ccc(-c2ccc(C3[C@H]4CNC[C@@H]3N4Cc3ccccn3)cc2)cc1 (stereo partly specified),0.9&0.0
C[C@H]1CN([C@@H](C)CO)C(=O)Cc2cc(NC(=O)C3CC3)ccc2O[C@H]1CN(C)S(=O)(=O)c1ccc(Cl)cc1,0.3
O=C(N[C@@H]1CC[C@@H](CCNC(=O)c2cnccn2)O[C@H]1CO)c1ccc2c(c1)OCO2,0.8
C[C@H](CO)N1C[C@H](C)[C@H](CN(C)S(=O)(=O)c2cccs2)OCCCC[C@H](C)Oc2ccc(NC(=O)CCCN(C)C)cc2C1=O,-0.1
CO[C@@H]1CN(C)C(=O)c2cc(NS(C)(=O)=O)ccc2OC[C@H](C)NC[C@H]1C,0.0
O=C(CCN1CCCCC1)NCC[C@H]1CC[C@H](NC(=O)Nc2ccc(Cl)cc2)[C@H](CO)O1,-1.8
O=C(c1ccccc1)N1CC(=O)N2[C@H](CO)[C@@H](c3ccc(C#CC4CC4)cc3)[C@@H]2C1,0.1
COc1cccc(NC(=O)N(C)C[C@@H]2Oc3cc(-c4ccccc4OC)ccc3S(=O)(=O)N([C@@H](C)CO)C[C@H]2C)c1,-3.4
C[C@@H]1CN([C@H](C)CO)C(=O)c2cc(-c3ccccc3F)cnc2O[C@H]1CN(C)C(=O)NC1CCCC1,0.3
COc1ccccc1S(=O)(=O)N[C@@H]1C=C[C@@H](CC(=O)N2CCCCC2)O[C@@H]1CO,-9.2
O=C(NCc1ccc(F)cc1)[C@@H]1[C@@H](CO)[C@@H]2Cn3c(cccc3=O)[C@@H]2N1CCC(F)(F)F,-0.9
